MEKK2 mut-MEK5 – signal of MEK5 binding to mutant human MEKK2 PB1 domain. bead flow cytometry, Alexa488-MEK5 binding to MEKK2 mutant. percent response, % at 10 µM. actives 0.35% (n = 290,000). AID 1530; in the data active = percent response above about 24%, passing the limit was not always enough; also: inactives centre near 1; some results filed as inactive read as strong as hits
OXTR potentiate – potentiators of human oxytocin receptor. CHO-OTR cells, Fluo-8 calcium fluorescence, potentiator mode; 0% = oxytocin EC15, 100% = EC100. activation, % at 3 µM. AID 2445. actives 0.061% (n = 320,000). P30559;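 active = activation above that plate's cutoff, the mean activation of tested compounds plus 3 SD, cut at about 6.6% in these data, passing the limit was not always enough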;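 also: 100% uses oxytocin at 75 nM as the full agonist control; some results filed as inactive read as strong as hits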
Target sequence (P30559 whole entry, looked up): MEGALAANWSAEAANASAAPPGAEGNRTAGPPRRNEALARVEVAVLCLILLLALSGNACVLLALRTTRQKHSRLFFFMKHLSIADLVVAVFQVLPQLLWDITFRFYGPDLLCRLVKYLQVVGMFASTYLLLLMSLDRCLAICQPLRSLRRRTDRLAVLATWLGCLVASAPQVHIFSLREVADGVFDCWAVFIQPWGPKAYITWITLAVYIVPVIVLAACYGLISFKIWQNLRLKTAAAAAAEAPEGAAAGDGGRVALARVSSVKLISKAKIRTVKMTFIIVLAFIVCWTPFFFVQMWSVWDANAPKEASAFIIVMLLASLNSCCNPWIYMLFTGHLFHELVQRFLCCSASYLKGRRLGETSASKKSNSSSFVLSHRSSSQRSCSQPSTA
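Replication – single well per compound, singlicate · Assay system – CHO cell line stably expressing human OTR · Timing – 6 min pre-incubation, 100 s read · Measure – normalized max/min fluorescence ratio, % activation · Doses – 3.0 µM, one dose · Detection – Fluo-8 calcium dye fluorescence · Probe or stimulus – oxytocin near EC15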
NALP1 inh – blocks the NALP1 inflammasome reconstituted in yeast | S. cerevisiae NALP1/ASC/caspase-1 growth, X-gal OD620, 72 h | inhibition, % at 10 µM | actives 0.61% (n = 280,000) | AID 2071; in the data active = inhibition mostly above about 24%, no sharp cut-off; inactive = mostly below about 32%; also: some compounds called inactive have numbers as strong as hits
GalR3 antag – blocks the human galanin receptor 3. O60755. actives 0.44% (n = 360,000). inhibition, % at 3 µM. HEK293 GalR3-CNG cAMP membrane potential fluorescence; galR3 body fused to GalR1 C-terminus. AID 651719;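 active = inhibition above the screen-wide average plus 3 SD, cut at about 13% in these data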;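 also: forskolin and galanin both at EC90 stimulate the cells; cAMP rise reported by CNG channel membrane potential dye signal; 0% = forskolin plus galanin with DMSO and 100% = forskolin alone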
Target sequence (O60755 1-299 limits assumed): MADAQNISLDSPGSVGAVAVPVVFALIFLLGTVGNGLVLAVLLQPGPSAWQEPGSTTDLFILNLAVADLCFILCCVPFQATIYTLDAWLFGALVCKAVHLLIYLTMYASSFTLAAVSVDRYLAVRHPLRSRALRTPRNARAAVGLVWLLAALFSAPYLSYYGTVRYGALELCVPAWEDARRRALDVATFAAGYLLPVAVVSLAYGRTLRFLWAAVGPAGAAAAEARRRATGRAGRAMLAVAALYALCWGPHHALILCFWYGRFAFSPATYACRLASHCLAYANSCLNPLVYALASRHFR
V1aR counter – V1a receptor agonism, counter-screen for OXTR agonists; activation, % at 3 µM; CHO-V1R cells, Fluo-8 calcium fluorescence, agonist mode; 0% DMSO, 100% 3 nM vasopressin; AID 2797; P37288; actives 0.25% (n = 320,000);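 active = activation above the mean activation of all tested compounds plus 3 SD, per screening run, cut at about 20% in these data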;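 also: signal is peak over basal fluorescence ratio across a 100 second FLIPR read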
M18AAP inhibitor – blocks P. falciparum M18 aspartyl aminopeptidase; recombinant PfM18AAP, H-Glu-NHMec fluorogenic cleavage; inhibition, % at 7.35 µM; actives 1.2% (n = 290,000); AID 1822;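 active = inhibition above the campaign mean inhibition over all tested compounds plus 3 SD, cut at about 28% in these data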;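 also: 0% = plate median of test compound wells and 100% = 2 mM ZnCl2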
MEKK2 WT-MEK5 – raises or lowers MEK5 binding to wildtype human MEKK2 PB1 domain; Q9Y2U5; bead flow cytometry, Alexa488-MEK5 binding to MEKK2 WT; actives lie on both sides; binding response (% of control), % at 10 µM; actives 1.1% (n = 290,000); AID 1531; in the data active = binding response below about 67% or above about 130%
OXTR ag – human OXTR agonism; P30559; CHO-OTR cells, Fluo-8 calcium fluorescence; normalized: DMSO 0%, oxytocin 100%; activation, % at 3 µM; actives 0.32% (n = 320,000);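 active = activation above the mean of all tested compounds plus 3 SD, cutoff set per screening run, cut at about 20% in these data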;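 also: peak over basal fluorescence ratio from a 100 s FLIPR kinetic read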
GPR7 antagonist – blocks human GPR7 receptor signaling | P48145 | GPR7-expressing cells, fluorescence antagonist assay | inhibition, % at 4.4 µM | actives 1.1% (n = 290,000) | AID 1861; in the data active = inhibition above about 16%, passing the limit was not always enough;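 also: cells stimulated with the agonist NPW; 0% = agonist with vehicle and 100% = vehicle without agonist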
Target sequence (P48145 whole entry, looked up): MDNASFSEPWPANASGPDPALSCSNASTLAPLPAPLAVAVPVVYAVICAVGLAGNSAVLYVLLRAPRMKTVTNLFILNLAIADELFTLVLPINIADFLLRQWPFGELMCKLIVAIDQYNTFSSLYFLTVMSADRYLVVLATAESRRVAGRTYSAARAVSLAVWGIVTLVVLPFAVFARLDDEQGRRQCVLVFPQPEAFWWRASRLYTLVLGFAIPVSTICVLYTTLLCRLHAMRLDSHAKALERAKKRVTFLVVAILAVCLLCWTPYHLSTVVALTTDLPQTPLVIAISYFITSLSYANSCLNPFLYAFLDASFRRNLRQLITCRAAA
An asterisk follows results filed as active; . = not tested or not shown; & = joins results of further samples. Outcome played no part in choosing rows (roughly 4.1% active in at least one column).

SMILES	MEKK2 mut-MEK5	OXTR potentiate	NALP1 inh	GalR3 antag	V1aR counter	M18AAP inhibitor	MEKK2 WT-MEK5	OXTR ag	GPR7 antagonist
CCN1CCCC1CNCc1cccc(OC)c1OCc1ccc(F)cc1 (configuration not stated)	-3	-2	29	-4	-0.3	-22	96	0.5	4
O=C(NCc1ccccc1)c1ccc(OCC2CCCO2)cc1 (configuration not stated)	-2	0	38	-3	0.3	-10	93	0.1	2
C=CCC(CC=C)(C(=O)O)c1ccccc1	12	-6	13	-2	1.5	-3	110	0.5	3
Cn1c(=O)c(C(=O)NNC(=O)c2ccccc2Br)c(O)c2ccccc21	-5	-5	6	3	2.2	19	98	-0.1	-1
Cc1ccc(NC(=O)CN(c2ccc(C)cc2)S(=O)(=O)c2cccc3nonc23)cc1	0	-18	31	3	-1.4	-7	105	-1.9	-17
CCOC(=O)Cc1csc(NC(=O)COc2ccc3ccccc3c2)n1	9	-15	-6	-6	5.4	2	106	2.3	12
N#CCCn1cc(/C=C/C(=O)O)c(-c2ccc(F)cc2)n1	-11	-1	-6	-3	0.3	-5	95	0.1	-11
Cc1n[nH]c(C)c1S(=O)(=O)N1CCC(C(=O)N2CCn3c2nc2ccccc23)CC1	-8	-4	-3	-5	0.2	4	89	-0.2	6
CCCCN(C)c1ccc([N+](=O)[O-])cc1	-1	-4	10	-3	-0.2	3	98	-2.4	2
CC1(C)Cc2c(cnn2-c2ccc(F)cc2)C(NC(=O)c2cnccn2)C1 (configuration not stated)	3	-1	0	-3	0.1	-1	102	-0.5	-14
CCOC(=O)CSc1nnc2n1C(C)(C)Cc1ccccc1-2	-3	-12	3	-5	-0.8	3	93	-1.9	-12
CCCCNc1c(-c2ccc(OC)c(SC(C)CC)c2)nc2cc(C)ccn12 (configuration not stated)	.	-8	.	-7&-3	1.3	.	.	-2.4	.
CC(C)CN(C(=O)Cn1c(C(F)(F)F)nc2ccccc21)C1CCS(=O)(=O)C1 (configuration not stated)	.	-9	.	-3	-0.3	.	.	-0.7	.
COCCn1c(SCC(=O)NNC(=O)c2ccccc2)nc2ccccc21	.	-2	.	-5	1.3	.	.	-0.2	.
O=C(CSc1nnc(-c2ccc(F)cc2)o1)NC1CCCCC1	.	-14	11	-6	-0.5	6	.	-0.8	4
NC(=O)c1cc(Cl)cn(-c2ccccc2)c1=O	-1	-1	-10	2	0.3	-5	100	0.9	-10
O=C(COC(=O)Cc1n[nH]c(=O)c2ccccc12)Nc1c(Cl)cccc1C(F)(F)F	.	-10	.	1	-0.8	.	.	-0.5	.
Cc1ccccc1N1CCN(C(=O)c2ccc(Oc3ccc(C(F)(F)F)cn3)cc2)CC1	5	-7	44	-1	-0.6	-11	104	-0.9	-9
Cn1c(SCC(N)=O)nnc1-c1ccc(C(C)(C)C)cc1	-4	2	-22	-6	-0.2	-1	95	1.5	-13
C#CCNC(=O)C1=C[C@H](C2CCCCC2)[C@@H](CCCO)[C@H](OCC)O1	2	-8	2	-5	0.7	-1	104	-1.3	0
Cc1cccc2sc(N(CCN(C)C)C(=O)C3CCN(S(=O)(=O)c4cccs4)CC3)nc12	.	-4	.	-1	0.7	.	.	1.2	.
O=C1NC(=Nc2cccc(O)c2)S/C1=C\c1cccnc1	-1	-2	-23	1	0.0	7	99	-1.4	-6
Cc1ccc(N2C(=O)CC(N3CCN(c4ccc(F)cc4)CC3)C2=O)c(C)c1 (configuration not stated)	3	-4	16	-12	-0.2	2	101	-0.8	-10
Cc1ccc(-c2noc(-c3ccccc3C(=O)N3CCOCC3)n2)cc1	5	2	-13	4	0.4	-4	100	0.5	-1
COc1ccc(S(N)(=O)=O)cc1C(=O)N(C)CC(=O)Nc1ccc(N2CCOCC2)cc1	3	-1	21	-2	-0.2	12	102	0.7	7
COCC(=O)N(CCc1ccc(OC)c(OC)c1)Cc1cc2cc(C)ccc2nc1Cl	1	-17	6	-5	-0.8	0	104	0.0	-2
O=C(CSc1nnc(SCc2cccc3ccccc23)s1)N/N=C/C=C/c1ccccc1[N+](=O)[O-]	-2	3	36	0	0.1	5	95	0.3	-8
Cc1nnc(SCC(=O)N2CCCc3ccccc32)[nH]c1=O	0	-2	18	-5	-0.5	0	105	-1.2	-2
Cc1ccc(S(=O)(=O)c2nnn3c2nc(N2CCC(C(N)=O)CC2)c2ccccc23)cc1C	7	-15	14	2	0.1	7	106	-0.2	-6
CC(C)CN(CC(C)C)S(=O)(=O)N1CCC(C(=O)NCCc2ccc(Cl)cc2)CC1	0	-12	-2	-9	1.9	-8	97	1.4	2
Cc1cccc(CCN(C(=O)c2snc(C(N)=O)c2N)C(C(=O)NCC2CCCO2)c2ccc(F)cc2)c1 (configuration not stated)	2	.	12	-8	.	5	101	.	-7
CCCCCCOC(=O)Cc1c(C)nc(N)[nH]c1=O	-26	0	12	-5	0.9	-8	85	0.5	-17
CSCCC1NC(=O)N(CC(=O)N2N=C(c3ccc(Cl)cc3)CC2c2ccco2)C1=O (configuration not stated)	.	-3	4	5	1.5	1	.	0.0	6
O=C(O)c1ccc(NC(=O)c2cn(-c3ccccc3)nc2-c2cccc(Cl)c2)cc1	2	-10	17	-8	0.1	-2	100	0.2	-14
COCCN1CCN(C(=O)c2cc(COc3cc(C)ccc3C)on2)CC1	-4	-2	34	.	6.5	-4	101	4.4	2
O=C(NC1CCN(c2ncccn2)CC1)c1ccccc1F	5	-7	23	-5	-0.2	-4	101	-0.5	-5
CCOC(=O)C1=C(C)NC(=O)NC1c1cccc(OC)c1OCc1ccccc1Cl (configuration not stated)	2	0	4	-1	0.6	-10	99	-0.4	6
O=C(Nc1ccc(Cl)cn1)Nc1ccccc1F	4	-15	16	-8	-0.4	-2	101	-1.5	-14
COc1ccc2c(c1OC)C(=O)OC2Nc1ccc(S(=O)(=O)N=C(N)N)cc1 (configuration not stated)	-12	5	.	-3	0.6	-1	92	0.9	-13
COC(=O)C1=C2SC(C)C(=O)N2C(N)=C(C#N)C1c1cc(OC)c(OC)c(OC)c1 (configuration not stated)	-2	-12	-5	2	2.1	16	96	-0.4	8
COc1ccc(-c2ccc(=O)n(CC(=O)Nc3ccc4c(c3)OCCO4)n2)cc1	-14	-7	2	-5	-1.0	0	85	-0.2	-4
O=C(O)c1cc(S(=O)(=O)Nc2ccc(OCc3ccccc3)cc2)ccc1Br	0	-7	5	-8	0.1	-3	99	-0.5	-4
CC(C)(C)C(=O)N/C(N)=N/c1nc2ccccc2o1	3	-12	3	-3	4.6	-3	102	0.0	-6
CCCCn1c(=NC(=O)c2cccnc2)c(C(=O)OCC)cc2c(=O)n3ccccc3nc21	2	.	-12	-5	.	9	103	.	-10
CCc1ccc(C(=O)Nc2ccc(OC)c(S(=O)(=O)N3CCOCC3)c2)cc1	-7	-2	-14	-1	3.7	-14	93	3.2	8

Pulled by structure from above, 2 records:
SMILES	MEKK2 mut-MEK5	OXTR potentiate	NALP1 inh	GalR3 antag	V1aR counter	M18AAP inhibitor	MEKK2 WT-MEK5	OXTR ag	GPR7 antagonist
O=C(CSc1nnc(SCc2cccc3ccccc23)s1)N/N=C/C=C/c1ccccc1[N+](=O)[O-]	-2	3	36	0	0.1	5	95	0.3	-8
O=C(O)c1ccc(NC(=O)c2cn(-c3ccccc3)nc2-c2cccc(Cl)c2)cc1	2	-10	17	-8	0.1	-2	100	0.2	-14

Entries above with an NH in an aromatic ring, in the order listed:
SMILES	MEKK2 mut-MEK5	OXTR potentiate	NALP1 inh	GalR3 antag	V1aR counter	M18AAP inhibitor	MEKK2 WT-MEK5	OXTR ag	GPR7 antagonist
Cc1n[nH]c(C)c1S(=O)(=O)N1CCC(C(=O)N2CCn3c2nc2ccccc23)CC1	-8	-4	-3	-5	0.2	4	89	-0.2	6
O=C(COC(=O)Cc1n[nH]c(=O)c2ccccc12)Nc1c(Cl)cccc1C(F)(F)F	.	-10	.	1	-0.8	.	.	-0.5	.
Cc1nnc(SCC(=O)N2CCCc3ccccc32)[nH]c1=O	0	-2	18	-5	-0.5	0	105	-1.2	-2
CCCCCCOC(=O)Cc1c(C)nc(N)[nH]c1=O	-26	0	12	-5	0.9	-8	85	0.5	-17

Continuation.
SMILES	MEKK2 mut-MEK5	OXTR potentiate	NALP1 inh	GalR3 antag	V1aR counter	M18AAP inhibitor	MEKK2 WT-MEK5	OXTR ag	GPR7 antagonist
COc1ccc(C(Nc2cc(C)ccn2)c2ccc3ccc(C)nc3c2O)cc1 (configuration not stated)	13	-1	.	-2	0.3	4	116	0.5	-11
O=C(CSCC(=O)Nc1ccccc1)N/N=C/c1c(O)ccc2ccccc12	.	-11	-14	-6	1.2	22	.	5.8	20
O=C(CCc1nnc2ccc(N3CCC4(CC3)OCCO4)nn12)Nc1ccc(F)cc1	3	-3	2	0	1.1	1	99	0.2	-8
CCOC(=O)N1CCN(S(=O)(=O)c2ccc([N+](=O)[O-])cc2)CC1	-2	-6	-13	3	-0.9	-6	98	-0.4	-2
Cc1ccc(C)c(N(CC(=O)NC2CCCC2)C(=O)c2oc(C(C)(C)C)cc2C)c1	-3	-4	23	-12	13	-12	92	-1.3	23
COc1cc2c(cc1OC)CN(C(=O)COc1ccccc1[N+](=O)[O-])CC2	-2	-9	25	0	1.2	-13	99	2.3	0
CCc1n[nH]c(=O)c2cc3cc(OC)ccc3n12	5	-4	11	-7	0.4	-5	106	-1.9	-15
Fc1ccccc1/C=C/c1ccc2ccccc2n1	5	-4	5	-10	0.4	-2	108	-3.1	-15
O=C1Nc2ccccc2/C1=C/C(=O)c1cccs1	7	-18	-36	-3	-0.1	26	110	-0.9	26*
CCCC(C)n1[nH]c(=O)cc1N (configuration not stated)	-3	-12	2	2	1.1	6	96	-0.3	-5
COc1ccccc1C(=O)NC(=O)COC(=O)c1nccnc1N	.	-4	.	-5	7.5	.	.	0.2	.
O=c1c2cc([N+](=O)[O-])cc([N+](=O)[O-])c2[nH]n1-c1ccccc1	10	-4	18	-5	-1.1	-4	106	-1.3	-6
Cc1ccc(-n2cnc3cc(NCc4cccs4)ccc32)cc1	2	-7	-3	-1	-0.1	24	108	-0.3	3
COc1cc(/C=N/N(C)C)ccc1OC(=O)c1ccco1	-1	3	-14	-4	0.3	1	104	-0.5	-3
COC(=O)N1C(=O)[C@@](Cc2ccccc2)(c2ccccc2)N1C(=O)OC	-9	-6	-42	-4	0.7	-10	90	-0.3	-1
Cc1cccc(N/C(N)=N/c2nc(C)c(Cc3ccccc3)c(=O)[nH]2)c1	10	-9	9	-5	-0.3	1	103	-0.4	-19
O=C(NC1CC2CCCC(C1)N2C(=S)Nc1ccccc1Cl)C1CC1 (configuration not stated)	-2	5	-3	-7	0.2	0	96	1.2	-13
Cc1ccc(S(=O)(=O)C2C(=O)N(C)C3(C)CC2c2ccccc2O3)cc1C (configuration not stated)	6	-5	26	-4	0.2	-2	102	-1.9	-15
CCOC(=O)/C(C#N)=C/Nc1ccccc1NS(=O)(=O)c1ccc(C)c(C)c1	1	-4	-3	-5	0.1	-6	98	0.9	1
CS(=O)(=O)Nc1cccc(C2=NN(C(=O)CCC(=O)O)C(c3cccs3)C2)c1 (configuration not stated)	6	-10	15	-6	0.2	-4	106	-0.1	4
Cc1cc(C)cc(NC(=O)CCC(=O)Nc2nnc(C(F)(F)F)s2)c1	-1	-9	.	0	-0.7	-1	101	-0.8	-9
CC1Cc2ccccc2N1C(=O)CSc1nccc(=O)[nH]1 (configuration not stated)	-1	-8	-3	-4	0.9	-15	104	0.5	2

Screens as filed in PubChem.
